Source: PubChem (National Center for Advancing Translational Sciences (NCATS))
Imprint erasure: qHTS Assay for Compounds that Induce Erasure of Genomic Imprints. mouse ES Peg3-LacZ reporter, beta-gal luminescence, 40 h. Potency, µM (doses to about 60.7 µM), for inactives: at the top dose activity change, positive = activation, actives largely listed as activators. 110,000 tested, 0.02% active. AID 1948, 2009;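 further: 0% = negative control wells on the plate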
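Gelatin-coated wells received 300 freshly trypsinized female ES cells with a Peg3LacZ-Neo reporter on the maternal allele, then incubated 40 hours at 37C. BetaGlo was added for 5 minutes at room temperature before a single luminescence read.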
IkB signaling: IkB Signaling; AID 445, 2006; 110,000 tested, 0.04% active; ABC-DLBCL IkBa-CBG/CBR dual luciferase ratio, 4 h; response scale: scaled: untreated 0%, proteasome inhibitor 100%; Potency, µM (series often up to 57.1 µM), inactives show at the top dose IkBa stabilization activation; active means well fitted curve in the direction sought with a large enough effect in the signal ratio, not every such curve was filed as active; inconclusive means small, poorly fitted or top-dose-only effect, or a change in a side signal; the % refers to the signal ratio;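 further: the direction sought is a rising ratio; 0% = basal untreated cells and 100% = reference inhibitor full response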
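In this assay, an IκBα–CBG68 fusion accumulates when IKK-driven degradation is blocked; native CBR normalizes for cell number. OCI-Ly3 cells were treated 4 h with compound and doxycycline, then green and red light read after Chroma-Glo addition.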
p53ts 39C tox: qHTS Screen for Compounds that Selectively Target Cancer Cells with p53 Mutations: Cytotoxicity of p53ts Cells at the Nonpermissive Temperature; H1299-p53A138V viability at 39C, ATP luminescence, 24 h; Potency, µM (top dose mostly 46.1 µM), for the others: at the top dose activity change, negative = cell killing, usual class: cytotoxic; 130,000 tested, 1.5% active; further: nearly all actives have a fitted effect of over 55% in size
p53ts 32C kill: qHTS Screen for Compounds that Selectively Target Cancer Cells with p53 Mutations: Cytotoxicity of p53ts Cells at the Permissive Temperature | H1299-p53A138V at 32C, ATP luminescence viability, 24 h | Potency, µM (highest dose often 46.1 µM), without a hit: at the top dose activity change, negative = cytotoxicity, hits mostly cytotoxic | 130,000 tested, 0.93% active | AID 924, 2007;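 further: 0% = DMSO and -100% = full killing by reference compound; nearly all actives have a fitted effect of over 55% in size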
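Viability by ATPlite luminescence after 24 h compound treatment (up to 46 uM) at the permissive 32C. Cells are H1299 carrying p53 A138V. Scale runs from DMSO basal to 100 uM tamoxifen as full kill; AC50 from Hill fits.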
* marks the source's active call; other numbers are inactive results; ? = inconclusive; . = no result given; [ ] = dose if it differs, or a comment. Unless noted, the call rests on the fitted dose curve; in most records, active means well fitted curve in the direction sought with a large enough effect; inconclusive means small, poorly fitted or top-dose-only effect, or another doubt; inactive means no such curve, though single readings can be large; an effect the other way counts as inactive or inconclusive. Unless noted, on the % scale 0 is the no-effect control and ±100 the full control effect; potency means the concentration at half of the fitted maximal effect.

SMILES | Imprint erasure | IkB signaling | p53ts 39C tox | p53ts 32C kill
COc1ccc(CCNC(=O)c2nc(SCc3ccc(C)cc3)ncc2Cl)cc1OC | -14%[10.9 µM] | ? | ? | -10%
O=C(Nc1ccc(Cc2ccc(NC(=O)C3CC3)c(O)c2)cc1O)C1CC1 | -5% | ? | 4% | 17%
Brc1cccc(/C=N\n2cnnc2)c1 | -11% | 1.5% | 6% | 2%
Cc1cc(C)cc(NC(=O)Cn2c(=O)n(CCC(C)C)c(=O)c3cccnc32)c1 | -6%[10.9 µM] | 3.2% | -13% | 6%
CCOc1ccc(CCNC(=O)Cn2nc(CC)n3c(cc4c(OC)cccc43)c2=O)cc1OCC | -2%[10.9 µM] | 1.7% | 9% | 14%
Clc1ss/c(=N\c2ccccn2)c1Cl | -13% | 7.2% | -10% | -4%
S=c1[nH]nc(-c2ccco2)n1/N=C/c1ccc(Cl)cc1 | . | . | -14% | -13%
O=C(Nc1ccccc1)N(C1=NCCC1)c1ccc(OC(F)F)cc1 | -16% | 4.2% | -11% | 0%
COc1ccc(OC)c(/C=C(\C#N)c2nc3ccccc3c(=O)[nH]2)c1 | -14%[10.9 µM] | ? | -9% | 1%
CCCc1nnc(NC(=O)Nc2ccccc2Cl)s1 | -8%[10.9 µM] | 5.3% | 10% | 1%
O=S(=O)(Nc1nc2ccccc2nc1NCc1ccco1)c1cccs1 | -10% | 9.4% | -5% | -2%
Cc1ccc2c(C)c(C(=O)N3CCC(c4nc5ccccc5s4)CC3)oc2c1C | -8%[10.9 µM] | ? | -9% | -3%
COc1cccc(CSc2nc(-c3ccccc3F)nc3c2Cc2c(CO)cnc(C)c2O3)c1 | -12%[10.9 µM] | -0.8% | 0% | 7%
O=C(c1cc2ccccc2o1)c1nc2c(n1O)CCCCC2 | -23% | ? | ? | ?
CCSc1nnc(NC(=O)c2cccnc2Cl)s1 | . | . | 1% | -15%
CC(=O)c1cccc(NC(=O)c2sc3nc4c(cc3c2N)CCCC4)c1 | -15%[10.9 µM] | ? | 13µM* | ?
Cc1nnc(SCCCN2C(=O)c3ccccc3C2=O)o1 | -8% | -1.8% | -9% | 3%
CCOC(=O)c1ccc(NC(=O)N2CCOc3ccccc32)cc1 | ? | -4.0% | -15% | -14%
CC1CCC2(CC1)C(Nc1cccc(Cl)c1)=NC(=S)N2CC#N (configuration not stated) | . | . | 7% | 0%
CSC1=NCCN1C(=O)Cc1cccs1 | -6% | 2.1% | -6% | -6%
CCOc1ccccc1NC(=O)C1=C(C)Nc2ncnn2C1c1ccccn1 (configuration not stated) | -11%[10.9 µM] | 0.1% | -4% | 7%
Cc1ccc(CNS(=O)(=O)c2cnc(N)nc2)cc1 | -14%[10.9 µM] | 1.0% | -10% | 12%
COc1ccccc1N1CCN(C(=O)c2c(C)oc3ncn(C)c(=O)c23)CC1 | -4%[10.9 µM] | 1.2% | -20% | -1%
COCCNC(=O)C1(CC(C)C)C=CCN1C(=O)OC (configuration not stated) | -16% | . | -9% | 1%
CCN1CCCC1CNC(=O)C1c2ccccc2C(=O)N(CCOC)C1c1ccc(F)cc1 (configuration not stated) | ? | -0.6% | 1% | 0%
CCN(CC)S(=O)(=O)c1cc(C(=O)n2cccn2)c(Cl)cc1Cl | -9% | 0.0% | 4% | -11%
COCCn1nnnc1C(c1cc2cc(OC)ccc2[nH]c1=O)N1CCC(Cc2ccccc2)CC1 (configuration not stated) | -15% | 4.1% | 10% | 10%
CC(=O)N1c2c(cc(Br)cc2S(=O)(=O)N2CCN(c3ccccc3)CC2)CC1C (configuration not stated) | 2%[10.9 µM] | 17% | 11% | -9%
CSc1ncc(Cl)c(C(=O)N(Cc2ccccc2Cl)C2CCS(=O)(=O)C2)n1 (configuration not stated) | 8%[10.9 µM] | 1.4% | 3% | 8%
COc1ccc(Cl)cc1NC(=O)CCC(=O)c1ccc(C)cc1 | -8%[10.9 µM] | -0.1% | 6% | -1%
CCCn1c(SCC(=O)N2CCN(S(=O)(=O)c3ccc(Cl)cc3)CC2)n[nH]c1=O | -9% | 1.1% | -3% | 0%
O=C(COc1ncnc2ccccc12)NC1CCS(=O)(=O)C1 (configuration not stated) | 6% | -1.5% | -5% | -4%
O=C1CCCc2nc(N3CCN(C(c4ccccc4)c4ccccc4)CC3)ncc21 | 6% | 1.2% | 5% | -2%
COc1ccc(C2C(C(=O)Nc3ccccc3OC)=C(C)Nc3c(C(=O)Nc4ccccc4)cnn32)c(OC)c1 (configuration not stated) | -3%[10.9 µM] | ? | -12% | 11%
O=C(O)[C@H]1C[C@@H](CP(=O)(O)O)CCN1 | -3% | 0.4% | -4% | -3%
COc1ccc(Cc2nc(-c3ccc(-n4cccc4)cc3)no2)cc1OC | -15% | 5.2% | -7% | -9%
O=C(CN1C(=O)c2cccc3cccc1c23)N1CCN(c2ccc(F)cc2)CC1 | -2% | -0.6% | -5% | 3%
CCCCc1ccc(C(=O)c2c(N)c(C(=O)Nc3cccc(OC)c3)c3ccccn23)cc1 | 12%[10.9 µM] | -2.0% | -6% | -6%
COc1cccc(C(=O)Cn2c(NCCO)nc3ccccc32)c1 | . | . | -1% | 9%
COc1ccc(C)cc1NC(=O)CCc1c(C)nn(-c2ccc(N3CCOCC3)nn2)c1C | -19%[10.9 µM] | -0.2% | -15% | -2%
CN(CCCNC(=O)C1CCN(S(=O)(=O)N2CCC3(CC2)OCCO3)CC1)Cc1ccccc1 | -7% | 0.2% | 5% | -3%
COc1cccc2cc(-c3nnc(-c4ccc(Cl)cc4)o3)c(=O)oc12 | -4%[10.9 µM] | ? | 16% | 7%
C=C(C)C1CCC(C)=C1CC(C)(C)/C=N\n1cnnc1 (configuration not stated) | -9% | 3.9% | 6% | -2%
CCC(C(=O)Nc1cccc(-c2nc3cccnc3s2)c1C)c1ccccc1 (configuration not stated) | -7%[10.9 µM] | -0.4% | 19% | -4%
O=C(CN1CCOCCOCCOCCOCC1)Nc1ccccc1 | . | . | 6% | -8%
COC(=O)c1cc2oc(C)cc2n1CC(=O)Nc1cc(C)cc(C)c1 | 2% | 5.3% | 11% | 16%
CCCCC1CCC(C(=O)N2CC(=O)Nc3ccc(C)cc3C2c2ccc(F)cc2)CC1 (configuration not stated) | -2%[10.9 µM] | -0.3% | -14% | -5%
O=c1c2ccccc2c2ccccc2c(=O)n1Cc1ccco1 | -9% | 2.9% | 8% | 19%
COc1ccc(CNC(=O)CSc2ncc(S(=O)(=O)c3ccc(C)c(Cl)c3)c(=O)[nH]2)cc1 | -5%[10.9 µM] | 5.5% | -1% | -1%
O=C(NCc1ccccc1Cl)c1cc2cccc3c2n1CCS3 | -6%[10.9 µM] | ? | ? | ?

Only Imprint erasure and p53ts 39C tox, for some of the entries so far:
SMILES | Imprint erasure | p53ts 39C tox
CN(CCCNC(=O)C1CCN(S(=O)(=O)N2CCC3(CC2)OCCO3)CC1)Cc1ccccc1 | -7% | 5%
COc1cccc2cc(-c3nnc(-c4ccc(Cl)cc4)o3)c(=O)oc12 | -4%[10.9 µM] | 16%
C=C(C)C1CCC(C)=C1CC(C)(C)/C=N\n1cnnc1 (configuration not stated) | -9% | 6%

Other results:
SMILES | Imprint erasure | IkB signaling | p53ts 39C tox | p53ts 32C kill
CN1C(=O)CSc2ccc(NC(=O)NCc3cccnc3)cc21 | -13% | 4.1% | 0% | 12%
COc1ccc(CCNC(=O)c2cnc3sc(N4CCOCC4)nn3c2=O)cc1OC | 12%[10.9 µM] | -1.9% | 6% | 0%
COc1ccc(N(CC(=O)NCc2ccco2)S(=O)(=O)c2c(C)nn(C)c2C)cc1 | -6% | -2.2% | 11% | -2%
COCC(=O)Nc1nnc(Cc2ccc(OC)cc2)s1 | . | . | 30% | 1%
CN(C)CCCN1C(=O)c2oc3ccccc3c(=O)c2C1c1cccs1 (configuration not stated) | -20% | 2.0% | 1% | 1%
COc1ccccc1C(=O)NC(=O)Nc1ccc(-n2nc(C(F)(F)F)cc2C(F)(F)F)cc1 | -15%[10.9 µM] | -0.3% | ? | 1%
O=c1n(Cc2ccccc2Cl)c2ccccc2c2nc(-c3ccccc3)nn12 | -11%[10.9 µM] | 0.5% | -13% | -1%
CC1CC2(CCCCC2)Nc2ccc3ccccc3c21 (configuration not stated) | . | . | 8% | -3%
Cc1ccc(-c2[nH]nc3c2C(c2ccoc2)C(C#N)=C(N)O3)cc1C (configuration not stated) | 17% | ? | 4% | -7%
NC[C@H]1O[C@H](n2cnc3c(N)ncnc32)C[C@@H]1O | 12%[10.9 µM] | -1.2%[11.4 µM] | 2%[9.22 µM] | -2%[9.22 µM]
Cn1ncc(C#N)c1NC(=O)C1CC(c2c(F)cccc2Cl)=NO1 (configuration not stated) | 3% | -0.8% | 11% | 12%
COc1ccc2c(c1OC)C(=O)OC2[C@H]1c2c(cc3c(c2OC)OCO3)CCN1C (some centres not stated) | 4%[16.8 µM] | -0.7%[11.4 µM] | 2%[20.6 µM] | -1%[20.6 µM]
CCC(CC)C(=O)Nc1nnc(S(=O)(=O)N2c3ccccc3CC2C)s1 (configuration not stated) | -12%[10.9 µM] | -3.4% | -11% | -23%
CN(Cc1ccccc1)C(=O)CSc1nc2ccccc2c(=O)n1Cc1ccco1 | -19% | ? | 13% | 18%
COc1ccccc1/C=C/CN1CCOCC1 | -3% | 0.9% | 4% | 2%
CCOC(=O)C1=C(C)NC(=O)NC1c1ccccc1Cl (configuration not stated) | -5% | -4.5% | 19% | 14%
COc1ccc(S(=O)(=O)N2CCCC2C(=O)Nc2ccc(C)cc2)cc1 (configuration not stated) | -12% | 0.2% | -2% | 13%
c1cncc(-c2nnc(-c3cccs3)o2)c1 | -47%[inhibitor] | 0.3% | 4% | -2%
Cn1c(=O)c2c(nc(N3CCc4ccccc4C3)n2Cc2ccc(Br)cc2)n(C)c1=O | -5% | -0.2% | 10% | -2%
CSc1nncc(-c2ccc(F)c(F)c2)n1 | -17% | 9.2% | 4% | -3%

Arranged by heavy-atom count (lowest first): some entries from above
SMILES | Imprint erasure | IkB signaling | p53ts 39C tox | p53ts 32C kill
c1cncc(-c2nnc(-c3cccs3)o2)c1 | -47%[inhibitor] | 0.3% | 4% | -2%
COc1ccccc1/C=C/CN1CCOCC1 | -3% | 0.9% | 4% | 2%
Cn1ncc(C#N)c1NC(=O)C1CC(c2c(F)cccc2Cl)=NO1 (configuration not stated) | 3% | -0.8% | 11% | 12%
CCC(CC)C(=O)Nc1nnc(S(=O)(=O)N2c3ccccc3CC2C)s1 (configuration not stated) | -12%[10.9 µM] | -3.4% | -11% | -23%
CN(Cc1ccccc1)C(=O)CSc1nc2ccccc2c(=O)n1Cc1ccco1 | -19% | ? | 13% | 18%

New compounds follow:
SMILES | Imprint erasure | IkB signaling | p53ts 39C tox | p53ts 32C kill
COc1ccc(-n2nc(C(=O)Nc3ccc(Br)cc3C)c3c4ccccc4n(C)c3c2=O)cc1 | 17%[10.9 µM] | 1.7% | 14% | 4%
COc1ccc2c(c1)CC(NC(=O)Nc1cc(Cl)ccc1OC)CO2 (configuration not stated) | 18%[10.9 µM] | ? | 1% | -4%
O=C(Cc1cccs1)NCc1ccccc1F | -11% | 1.3% | -6% | -14%
O=S1(=O)CC/C(=N\O)c2ccccc21 | . | . | -3% | -3%
Cn1c(C(=O)N2CCc3ccccc32)cc2c(=O)n3ccccc3nc21 | -7% | 0.5% | 9% | 1%
O=C(Nc1nncs1)c1ccc(S(=O)(=O)c2ccccc2)cc1 | 2% | -0.3% | 7% | 1%
O=C(NCCSc1c[nH]c2ccccc12)c1ccc(Cl)cc1 | -10%[10.9 µM] | ? | -17% | -3%
CN(C)CCn1c(C(=O)O)cc2ccccc21 | -6% | -1.6% | 0% | 1%
CCc1nnc(NC(=O)CN2C(=O)c3ccccc3C2=O)s1 | -11% | 1.7% | 0% | -3%
COC(=O)C/C=C\[C@@H](C)[C@@H](/C=N\O[C@@H](C)CN1CCCCc2nc(C)c(C)cc21)NS(=O)(=O)c1ccc(C)cc1 | . | . | 4%[9.22 µM] | 3%[9.22 µM]
COc1ccc(CNC(=O)CN2N=C(c3ccc(Cl)cc3)CCC2=O)cc1 | -15%[10.9 µM] | -1.5% | -25% | -3%
